NCI-60 one-dose screen, 48 h, at 10 µM unless noted. Numbers give growth in % (100 = growth as untreated, 0 = no growth, -100 = all killed).
786-0: 786-0 renal cancer cells; 81,000 tested, 5.1% active; AID 1794775
NCI-H522: NCI-H522 lung cancer | 78,000 tested, 8% active | AID 1794739
ACHN: ACHN renal cancer | 81,000 tested, 4.9% active | AID 1794771
NCI-H322M: NCI-H322M lung cancer; 80,000 tested, 2.7% active; AID 1794733
CAKI-1: CAKI-1 renal cancer | 75,000 tested, 4.7% active
TK-10: TK-10 renal cancer cells | 81,000 tested, 3.9% active
NCI-H460: NCI-H460 lung cancer; 82,000 tested, 6.8% active
UO-31: UO-31 renal cancer | AID 1794768 | 81,000 tested, 5.2% active
RXF 393: RXF 393 renal cancer cells. 77,000 tested, 6.9% active
The depositor's hits bear a star; x = no result given. Rule for the calls: active = growth percent below 10; inactive = the rest.

SMILES	786-0	NCI-H522	ACHN	NCI-H322M	CAKI-1	TK-10	NCI-H460	UO-31	RXF 393
COc1ccc(C2Nc3nc(-c4ccccc4)nn3C(N)=C2C#N)cc1 (stereo not drawn)	90	80	110	x	92	94	105	102	100
Cc1nc2ccc(Nc3nc(NCCO)nc(N4CCOCC4)n3)cc2n1Cc1ccccc1	94	92	97	103	101	108	99	84	84
Clc1ccc(-c2nc(NCCc3ccccc3)nc3c(NCCc4ccccc4)cnn23)cc1	80	63	99	74	x	60	16	87	95
COc1ccc(-c2cc(-c3cccn3C)c(C#N)c(=O)n2C(C)=O)cc1OC	89	99	102	92	91	101	102	90	105
COc1ccc(CCNC2=CNCC2)cc1OC	105	104	108	105	99	119	105	87	106
COC(=O)C1(CC(=O)C(C)(C)C)NC(=S)NC(=O)C1C#N (stereo not drawn)	110	105	97	110	92	103	115	80	103
CC(C)CC1NC(=O)C(CCCN)NC(=O)C(C(C)C)NC(=O)C2CCCN2C(=O)C(Cc2ccccc2)NC(=O)C(CC(C)C)NC(=O)C(CCCN)NC(=O)C(C(C)C)NC(=O)C2CCCN2C(=O)C(Cc2ccccc2)NC1=O (stereo not drawn)	-86*	-81*	-20*	-66*	-15*	x	-73*	-20*	-66*
CCCCCCCC(=O)SCC/C=C/[C@@H]1CC(=O)NCc2cccc(n2)C2=N[C@@](C)(CS2)C(=O)N[C@@H](C(C)C)C(=O)N1	54	-1.7*	60	16	82	12	20	51	x
O=C1/C(=C\c2ccc(Cl)cc2)Sc2c(F)cccc21	98	91	98	95	92	116	103	79	100
C/C(=N/N=C(N)N)C(=O)O	112	95	108	127	96	99	108	104	107
O=C(CCC(=O)c1nc2ncccc2[nH]1)NN1C(=O)CSC1c1ccc([N+](=O)[O-])cc1 (stereo not drawn)	101	92	92	105	76	121	101	73	100
COc1ccc(NC(=O)Nc2ccc(OCC(=O)N=Nc3c(O)[nH]c4ccc([N+](=O)[O-])cc34)cc2)cc1	73	0.4*	102	91	93	113	74	94	107
NC(=S)N/N=C1\C=CCCC1	98	93	100	111	102	98	103	87	99
N#Cc1ccc(O)c(C2=NCC(c3ccccn3)O2)c1 (stereo not drawn)	66	29	73	84	23	75	74	49	89
COc1ccc(CC2(c3ccccc3)NC(=O)NC2=O)cc1 (stereo not drawn)	105	72	96	92	94	104	98	85	96
COc1ccc(CN=Cc2cc(C(C)(C)C)cc(C(C)(C)C)c2O)cc1	78	73	87	57	68	55	73	48	64
CC/C(=N\NC(N)=O)C(OC)OC	108	95	101	137	106	109	122	90	100
CC(OC(C(O)C=O)C(O)C(O)CO)C(=O)N[C@@H](C)C(=O)O (stereo partly drawn)	107	104	111	101	98	108	116	85	112
C=C/C=C\C(=O)O	112	101	116	x	95	112	107	x	113
C=CCc1c(O)c(C(=O)/C=C/c2ccc(Cl)cc2)c(OC)c2ccoc12	78	36	55	76	20	57	50	51	22
COc1cccc(C2=NNC3(S2)C(=O)N(Cc2ccccc2Cl)c2ccccc23)c1 (stereo not drawn)	57	59	42	39	40	x	16	30	62
CCCCCCCCCCCCCCCCCCOP(=O)(O)O	116	x	100	103	x	107	101	87	114
NCC(=O)NO	93	109	110	105	100	97	108	88	109
Brc1ccccc1C[n+]1ccc2ccccc2c1	100	69	98	100	104	86	92	79	94
COc1ccc(-c2ccc3c(cnn3C(=O)c3cc(OC)c(OC)c(OC)c3)c2)cc1	65	72	66	65	79	105	54	69	81
(further entries)
SMILES	786-0	NCI-H522	ACHN	NCI-H322M	CAKI-1	TK-10	NCI-H460	UO-31	RXF 393
CC[N+](C)(C)CCOc1nc2c(c(=O)n(C)c(=O)n2C)n1C	98	94	103	102	97	100	106	91	97
CC(C)(C)c1ccc(C(C)(C)C)cc1	92	120	103	100	99	96	121	88	107
CC(=O)OC[C@@]1(C)C2CC[C@]3(C)C(CC=C4C5CC(C)(C)CC[C@]5(C(=O)Nc5ccc(C)cc5)CC[C@]43C)[C@@]2(C)C[C@@H](OC(C)=O)[C@@H]1OC(C)=O (stereo partly drawn)	57	49	39	73	46	53	13	41	82
CCC(C)(C)c1ccc(OCCCCCCN2CCN(c3ccncc3)CC2)cc1	-79*	8.9*	48	48	17	65	-30*	28	-63*
N#C/C(=C\c1ccc(Cl)cc1)C(=O)Nc1cc(-c2ccccc2)nn1-c1ccccc1	97	93	101	96	97	99	104	89	94
Cc1ccc(N2C(=O)/C(=C/C=C/c3ccco3)SC2=S)cc1	104	82	101	96	90	117	89	84	75
O=C(CSc1nc2ccccc2c(=O)n1-c1ccccc1)N/N=C/c1ccc(N2CCOCC2)cc1	104	100	102	111	97	114	111	93	113
Nc1nc(-c2cccc([N+](=O)[O-])c2)c(N=Nc2ccccc2)s1	60	49	63	76	39	82	57	62	-16*
O=C(/C=C/c1cc2ccccc2[nH]c1=O)c1ccc(Nc2nccc(-c3ccc(Cl)cc3)n2)cc1	99	98	92	106	102	105	100	80	108
COc1ccc(-c2nc(NC(=O)CS(=O)(=O)c3ccc(F)cc3)sc2C)cc1	61	49	74	70	52	98	59	27	14
COc1cc2c(cc1OC)C1=NN(C(=O)Nc3c(C)cccc3C)C(c3ccccc3)C1C2 (stereo not drawn)	93	87	99	89	102	x	111	82	128
O=C(CO)c1ccc([N+](=O)[O-])cc1	109	57	97	100	100	101	111	78	142
CCNC(=O)Oc1ccc[nH]c1=O	100	88	100	102	95	110	102	87	116
CCN(CC)C(=O)c1ccccc1C	99	91	100	97	94	96	105	84	113
O=C(c1ccc(Cc2n[nH]c(=O)c3cccnc23)cc1)N1CCCC1	102	93	103	x	98	105	105	82	104
Cc1cc(C)c2c(Nc3ncnc4c3sc3ncccc34)csc2n1	102	115	85	101	98	109	63	88	94
C/C(CCC(=O)O)=N\NC(N)=O	105	102	107	135	111	97	112	94	109
CNC(=O)c1cc(-c2ccc(NS(=O)(=O)c3ccc(C(C)(C)C)cc3)cc2)nc2cccnc12	92	86	69	100	81	110	73	92	109
COC(=O)CC1(C(=O)OC)Nc2cc(Cl)c(Cl)cc2S(=O)(=O)N1O (stereo not drawn)	102	91	102	134	107	121	104	119	167
CS(=O)(=O)c1ccc(N2N=C(c3ccc(NC(=O)Nc4ccccc4)cc3)CC2c2ccc(Br)cc2)cc1 (stereo not drawn)	94	69	80	86	85	106	79	60	98
OCC(CO)(CO)COCC(CO)(CO)COCC(CO)(CO)CO	100	91	110	92	96	99	111	82	102
NC(N)=N/N=C/c1ccccc1Br	99	96	102	100	x	102	103	85	111
Nc1nc(NCc2ccccc2)nn1S(=O)(=O)c1ccc(F)cc1Cl	98	104	108	97	91	107	102	98	101
C#CC(N)=O	109	91	102	91	97	x	102	89	x
S=c1ssc(CN2CCCCC2)c1S	106	86	111	100	x	118	109	85	117

A different layout for some results above:
> Cc1ccc(N2C(=O)/C(=C/C=C/c3ccco3)SC2=S)cc1
  786-0: 104; NCI-H522: 82; ACHN: 101; NCI-H322M: 96; CAKI-1: 90; TK-10: 117; NCI-H460: 89; UO-31: 84; RXF 393: 75
> Cc1cc(C)c2c(Nc3ncnc4c3sc3ncccc34)csc2n1
  786-0: 102; NCI-H522: 115; ACHN: 85; NCI-H322M: 101; CAKI-1: 98; TK-10: 109; NCI-H460: 63; UO-31: 88; RXF 393: 94
> COC(=O)CC1(C(=O)OC)Nc2cc(Cl)c(Cl)cc2S(=O)(=O)N1O (stereo not drawn)
  786-0: 102; NCI-H522: 91; ACHN: 102; NCI-H322M: 134; CAKI-1: 107; TK-10: 121; NCI-H460: 104; UO-31: 119; RXF 393: 167
> N#C/C(=C\c1ccc(Cl)cc1)C(=O)Nc1cc(-c2ccccc2)nn1-c1ccccc1
  786-0: 97; NCI-H522: 93; ACHN: 101; NCI-H322M: 96; CAKI-1: 97; TK-10: 99; NCI-H460: 104; UO-31: 89; RXF 393: 94

More structures follow:
SMILES	786-0	NCI-H522	ACHN	NCI-H322M	CAKI-1	TK-10	NCI-H460	UO-31	RXF 393
CCOC(=O)c1csc(N/N=C/c2cn(-c3ccc(C(=O)O)cc3)nc2-c2ccc(C(=O)O)cc2)n1	94	116	92	82	93	117	102	70	108
CCCC(N)(CC)C(=O)O (stereo not drawn)	102	x	102	103	100	112	111	97	110
CCOC(=O)C1(C(=O)OCC)NC(=O)CC1C (stereo not drawn)	113	x	95	116	103	111	102	91	111
O=C(Cc1ccccc1)NNc1nc(N2CCN(C3CCCCC3)CC2)nc(N2CCN(C(c3ccccc3)c3ccccc3)CC2)n1	95	x	100	102	75	107	101	65	103
COc1ccc(-c2nnc(COc3ccc(NS(=O)(=O)c4ccc(Cl)cc4)cc3F)o2)cc1	83	27	76	x	70	70	56	x	63
CN(C)c1ccc(C(=O)n2cc(-c3ccc(Cl)cc3)c(N)n2)cc1	92	104	89	143	86	131	103	74	129
O=C(c1c2c(nn1-c1ccc(F)cc1)CCC(NCCc1ccncc1)C2)N1CCCCC1 (stereo not drawn)	101	92	105	108	97	96	111	90	115
CCOC(=O)[C@@H]1C[C@H]1c1ccccc1	102	100	103	98	96	106	102	88	116
CN(C)C(=O)C1=NC(CO)C(=O)N(c2ccccc2)N1 (stereo not drawn)	97	103	100	100	x	98	113	97	x
CCOC(=O)c1csc(CCNC(=O)c2ccccc2)n1	93	93	98	92	69	106	100	83	81
O=C(/C=C/c1ccc(N2CCOCC2)cc1)CC(=O)/C=C/c1ccc(N2CCOCC2)cc1	96	87	100	102	95	x	102	80	108
C1CCC(OC2CSC2)OC1 (stereo not drawn)	109	95	106	106	101	100	108	95	107
COc1cc(OC)c(N2C(=O)c3cccc4cccc(c34)C2=O)c(OC)c1	98	86	101	98	90	104	115	79	120
Cc1cccc(NC(=O)Oc2ccc(Cl)cc2C(=O)c2ccccc2)c1	93	96	105	96	113	115	104	93	98
CCc1sc(N(C(C)=O)c2ccc(Br)cc2)nc1OC(C)=O	100	90	102	104	92	126	103	91	102
O=C1NC(=O)C(=Cc2cc(-c3ccc(Cl)cc3)n(-c3ccccc3)n2)C(=O)N1	82	103	95	94	93	88	99	87	86
Cc1ccc(-n2cc(-c3ccccc3)c3c(SCC(=O)n4nc(C)cc4C)ncnc32)cc1	99	88	98	104	76	122	106	69	118
O=c1[nH]c(CN/N=C/c2ccc([N+](=O)[O-])cc2)nc2ccccc12	90	86	96	99	80	107	97	73	x
O=C(Nc1ccccc1)Nc1ccc(NC(=O)c2cc(Cl)nc3ccccc23)cc1	99	93	103	101	95	106	100	85	100
N#Cc1c(/N=C\NNC(=O)c2cccnc2)oc(-c2ccccc2)c1-c1ccccc1	96	87	107	102	87	110	101	77	101
C=C(C)[C@@H]1CCC2=C[C@@H](OC2=O)[C@]2(C)C[C@H]2C2=CC(C(=O)OC)=C(C1)O2	80	91	82	93	75	80	102	69	78

Three compounds out of the list, ordered by formula weight, rising.
SMILES	786-0	NCI-H522	ACHN	NCI-H322M	CAKI-1	TK-10	NCI-H460	UO-31	RXF 393
CN(C)C(=O)C1=NC(CO)C(=O)N(c2ccccc2)N1 (stereo not drawn)	97	103	100	100	x	98	113	97	x
COc1cc(OC)c(N2C(=O)c3cccc4cccc(c34)C2=O)c(OC)c1	98	86	101	98	90	104	115	79	120
CCc1sc(N(C(C)=O)c2ccc(Br)cc2)nc1OC(C)=O	100	90	102	104	92	126	103	91	102

Hits appear at their usual frequency, and some 11% of all compounds hit somewhere here.
